Assay outcomes: PubChem BioAssay, several laboratories
E-sel TNF inh: E-selectin induction blockers in HUVEC – imaging, immunofluorescence, high content, primary screen; HUVEC TNFa-induced E-selectin immunofluorescence; inhibition, % at 2 µM; hit rate 0.71% among 120,000;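 active = inhibition above the batch mean plus 3 SD, and confirmed as a hit on visual image review, cut at about 43% in these data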;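 also: 0% = TNF-stimulated DMSO wells and 100% = unstimulated control wells; not every result past the cut was called active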
PTEN del growth: growth suppression of PTEN-null HCT116, primary screen, cell-based, CellTiter-Glo; HCT116 PTEN-null viability, 60 h; stronger effect = lower value; viability, % at 10 µM; hit rate 1.2% among 140,000;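 active = viability at or below a set limit, 4 SD under the median of all tested compounds, cut at about 3.7% in these data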;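 also: PTEN knockout HCT116 line with beta catenin targeted HCT116 as companion control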
Phagocytosis inh: inhibitors of macrophage phagocytosis, primary screen, imaging, J774A.1 cells, IgG beads; hit rate 0.07% among 110,000; J774A.1 macrophage IgG-bead phagocytosis; inhibition, % at 5 µM;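 active = inhibition above the mean of the plate negative controls plus 5 SD, cut at about 13% in these data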;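 also: phagocytic index as fraction of beads internalized from green versus red external bead signal; plate controls were DMSO negative control for no effect and cytochalasin-D positive control for full effect; some results beyond the cut were filed as inactive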
GALR2 antag: GALR2 antagonists in receptor-expressing cells, primary screen; inhibition, % at 4 µM; hit rate 0.39% among 140,000; Galanin receptor type 2 (Homo sapiens), O43603; antagonist mode; in the data active = inhibition above about 27%;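 also: cells stimulated with galanin 1-16 at roughly its EC80; 0% = agonist challenge control and 100% = basal control without agonist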
Target sequence (O43603 whole entry, looked up): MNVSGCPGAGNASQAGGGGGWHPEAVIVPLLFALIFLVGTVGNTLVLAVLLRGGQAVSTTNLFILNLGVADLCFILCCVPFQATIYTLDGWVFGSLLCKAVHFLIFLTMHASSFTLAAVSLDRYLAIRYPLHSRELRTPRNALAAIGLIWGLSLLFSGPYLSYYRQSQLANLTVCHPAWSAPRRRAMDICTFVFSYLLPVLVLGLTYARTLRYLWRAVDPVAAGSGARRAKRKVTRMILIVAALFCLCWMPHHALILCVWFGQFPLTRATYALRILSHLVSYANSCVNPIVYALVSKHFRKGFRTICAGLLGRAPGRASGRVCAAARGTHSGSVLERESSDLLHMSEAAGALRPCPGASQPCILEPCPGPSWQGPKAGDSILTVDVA
Measles CPE: compounds protecting cells from measles virus cytopathic effect, primary screen, measles RdRp inhibitor project, single point, MLSMR library, absorbance; Measles virus-infected cells, CPE protection; protection (pct of control), % at 4 µM; hit rate 1.5% among 140,000; AID 841, 2007; in the data active = protection mostly above about 24%, no sharp cut-off; inactive = mostly below about 26%; also: some compounds called inactive have numbers as strong as hits
Yeast growth inh: growth inhibitors of yeast BB579 in restrictive medium, primary screen, yeast lifespan-shortening project, S. cerevisiae | OD615, 48 h | inhibition, % at 10 µM | AID 804, 2007 | hit rate 0.51% among 140,000;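 active = inhibition above a set limit, 3 SD over the mean compound inhibition, cut at about 44% in these data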; also: inactives centre near -24
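Test system: DeaD yeast strain BB579 / Buffer or medium: restrictive glucose-based CSMM-D medium / Doses: single 10 µM dose / Schedule: 4 h cell preincubation, 48 h compound exposure, 30 °C humidified / Technique: culture absorbance at 615 nm / Controls: amphotericin B positive control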
Yeast life ext: compounds extending yeast replicative lifespan, primary screen, S. cerevisiae, OD615; AID 775, 2007; hit rate 0.68% among 130,000; inhibition of the nicotinamide effect, % at 10 µM; S. cerevisiae growth with nicotinamide; deaD strain in restrictive glucose medium;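 active = inhibition above a set limit, placed 3 SD over the median of all compounds, cut at about 26% in these data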;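 also: 0% = nicotinamide-treated wells and 100% = cells grown without nicotinamide; some compounds called inactive have numbers as strong as hits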
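Test system – modified budding yeast, DeaD strain · Compound – single dose 10 µM compound, 0.25% DMSO · Times – culture preincubation 4 h, compound exposure 48 h, both 30 °C · Detection – optical density (absorbance) at 615 nm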
bCat KO growth: primary screen for growth suppressors in beta-catenin knockout HCT116 cells (colon tumor, human); AID 818, 2007; HCT116 beta-catenin knockout viability, CellTiter-Glo, 60 h; stronger effect = lower value; hit rate 1.5% among 140,000; viability, % at 10 µM;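 active = viability at or under a set limit, the compound median less 4 SD, cut at about 6% in these data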;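 also: 0% = Hyamine 1622 control at 20 µM and 100% = untreated cell control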
MRP1 act: H69AR viability gain despite doxorubicin, primary screen, MRP-1 activator project, H69AR cells, CellTiter-Glo. AID 799, 2007. viability rescue. viability increase, % at 10 µM. hit rate 0.61% among 140,000;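 active = viability gain under doxorubicin at or above a set limit, the compound median plus 3 SD, cut at about 4.7% in these data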;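 also: MRP-1 overexpressing cells given doxorubicin 25 µM after compound pretreatment; 18-22 h compound pretreatment then 72 h with doxorubicin before readout; 0% = doxorubicin-only wells and 100% = vehicle-treated cells without doxorubicin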
NPY Y2 blocker: NPY-Y2 receptor antagonists, primary screen, cell-based; Neuropeptide Y receptor type 2 (Homo sapiens), P49146; hit rate 0.99% among 140,000; inhibition, % at 2.7 µM; NPY-Y2 expressing cells, antagonist mode; AID 793, 2007; in the data active = inhibition above about 17%;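 also: 0% = vehicle with agonist challenge and 100% = reference antagonist with challenge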
Target sequence (P49146 whole entry, looked up): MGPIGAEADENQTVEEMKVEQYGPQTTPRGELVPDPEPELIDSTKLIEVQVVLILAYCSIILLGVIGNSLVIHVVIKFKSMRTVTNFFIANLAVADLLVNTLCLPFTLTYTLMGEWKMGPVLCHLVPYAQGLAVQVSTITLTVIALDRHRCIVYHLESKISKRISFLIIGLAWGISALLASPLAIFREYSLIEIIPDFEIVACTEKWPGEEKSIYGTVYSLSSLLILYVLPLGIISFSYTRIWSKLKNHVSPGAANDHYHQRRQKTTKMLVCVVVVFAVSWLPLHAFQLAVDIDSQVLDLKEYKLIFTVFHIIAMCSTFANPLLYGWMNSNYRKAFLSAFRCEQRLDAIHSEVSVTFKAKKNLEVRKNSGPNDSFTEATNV
The depositor's hits bear a star; nt = not tested or not shown.

SMILES	E-sel TNF inh	PTEN del growth	Phagocytosis inh	GALR2 antag	Measles CPE	Yeast growth inh	Yeast life ext	bCat KO growth	MRP1 act	NPY Y2 blocker
CCCn1c2ccccc2c2nnc(SCc3[nH]c(=O)[nH]c3C(=O)CCCCC(=O)OCC)nc21	-9	102	-9	9	11	-24	2	95	-1.4	8
CN(C1=NC(=O)C(CC(=O)Nc2ccc(Br)cc2)S1)c1ccc(O)cc1 (centres undefined)	-46	42	0	-4	5	-87	-16	36	-0.8	-7
CCOC(=O)c1[nH]c2ccc(OC)cc2c1NC(=O)c1ccc2c(c1)OCO2	9	79	nt	-2	6	-37	-9	87	-1.9	5
Cc1ccc(/C=N/N2C(=O)c3ccccc3NC2c2ccc(C)cc2)cc1 (centres undefined)	nt	57	-1	-13	9	-5	-3	67	-1.9	5
CCC(=O)Nc1ccc(NC(=O)c2ccc3c(c2)OCO3)cc1	nt	90	-1	3	16	-50	-1	91	-2.2	-2
COc1ccc(OC)c(C(=O)c2ccc(C(=O)N3CCCCC3)cc2)c1	20	68	nt	5	3	-38	-19	79	-4.4	5
CCCCOc1ccc(-c2nnn(CC(=O)c3c[nH]c4ccccc34)n2)cc1	-16	84	nt	-3	5	-45	-11	84	-0.1	-2
Cc1nn(C(=O)c2nn(C)cc2Cl)c(C)c1Br	-43	103	-7	15	2	-41	3	100	0.5	1
CCC(C)(C)NC(=O)CN(C(=O)CNS(=O)(=O)c1ccccc1)c1ccccc1	15	106	-2	9	23	-43	-7	95	-0.1	1
CCOC(=O)Cc1csc(NC(=S)NC(=O)c2ccccc2)n1	nt	93	nt	-5	4	-31	-3	88	0.3	3
CC(=O)Nc1ccc(NC(=O)C(C)c2cccc(C(=O)c3ccccc3)c2)cc1 (centres undefined)	-16	103	-5	2	2	-43	6	100	0.0	0
O=C(NC1CCCCCCC1)c1cnccn1	nt	89	1	7	17	-1	-3	92	-2.4	5
Cc1oc(-c2ccc(Cl)cc2)nc1CS(=O)CC(=O)NCCCN(C)C1CCCCC1 (centres undefined)	-8	61	0	-4	20	-23	3	78	-5.6	7
O=C(/C=C/c1ccccc1)N1CCN(c2ccccn2)CC1	-40	108	nt	-4	5	-37	-9	99	-0.1	7
Nc1c(C(=O)NCc2ccc(F)cc2)c2nc3ccccc3nc2n1CCCN1CCOCC1	-13	1.0*	0	-43	24	-69	-28	1.3*	-5.7	10
Cc1nn(C)cc1CNC(=O)c1cc2n(n1)C(C(F)(F)F)CC(c1cccs1)N2 (centres undefined)	-12	83	0	-2	20*	-23	-20	99	-1.0	1
Cc1ccc(S(=O)(=O)N(C)Cc2ccc(C(=O)N/N=C3\CCCC(=O)C3)cc2)cc1	nt	99	-4	-8	24	-11	1	87	-2.7	7
COC(=O)CNc1nc(OC)nc(N(C)C)n1	3	84	-3	2	16	-18	-12	87	-0.9	1
COc1ccc2c(c1)c(CCN1C(=O)c3ccccc3C1=O)cn2C(=O)c1ccco1	-17	88	0	13	19	5	-12	91	-1.4	1
CC1=C(C(=O)Nc2ccccc2)C(c2ccc(C)o2)N2C(=O)CSC2=N1 (centres undefined)	-10	77	-1	-11	19	-46	-3	84	11*	2
C/C(=N\NC(=O)C1CCCN(S(=O)(=O)c2ccccc2)C1)c1ccccn1 (centres undefined)	-26	10	0	2	2	-22	-5	6	-0.1	4
OCC(CO)(CO)NCc1ccc(-c2ccccc2)cc1	nt	77	-5	11	nt	-22	2	80	1.0	5
Cc1ccccc1-n1c(-c2ccncc2)n[nH]c1=S	nt	100	3	nt	4	-36	nt	91	-2.6	nt
COC(=O)c1cc(=O)n(Cc2ccco2)c(=Nc2ccc(F)c(Cl)c2)s1	nt	5	0	1	12	-35	2	1.6*	-5.8	4
CCC(C)(C)n1nnnc1C(c1ccccc1F)N1CCC(C(N)=O)CC1 (centres undefined)	-15	101	-1	-20	36	-14	-17	105	-3.2	0
COC(=O)Nc1ccc(OC)c(OC)c1	-5	96	-2	-8	8	-35	-15	92	0.5	0
O=C(N1CCOCC1)N1CCC(NC(=O)C23CC4CC(CC(C4)C2)C3)CC1	-5	99	nt	-7	17	-33	nt	99	-1.2	4
O=C(Nn1cnnc1)c1ccncc1	-32	96	2	-5	31	1	-1	88	-2.8	-1
O=C(Nc1ccc2c(c1)CCC2)c1cnccn1	-2	93	-1	-19	19	-26	-16	101	0.6	2
Cc1nc([N+](=O)[O-])nn1C12CC3CC(CC(Cl)(C3)C1)C2	nt	98	-10	-8	3	-9	3	90	0.7	1
CC(=O)c1cc(-c2ccccc2)n(CCC(=O)NC2CCCCCC2)c1C	5	75	nt	0	6	-22	2	97	-3.5	5
COc1ccccc1Oc1c(C)oc2c(CN3CCN(CCO)CC3)c(O)ccc2c1=O	nt	122	0	2	13	-41	3	100	-0.9	-1
O=S(=O)(c1ccc2ccccc2c1)N1CCN(C(=S)Nc2ccc(F)cc2)CC1	nt	95	-1	5	16	-39	-3	94	1.3	-1
Cc1cc(C(=O)NCc2ccccc2Br)no1	24	101	0	0	10	-17	-5	97	-0.5	1
N#CC1=C(N)S[C@@H](C(=O)c2ccc(F)cc2)[C@@H]1c1cccs1	-13	76	nt	-12	18	-36	nt	61	-1.5	2
COc1ccccc1NC(=O)CSc1nnnn1Cc1ccccc1	-17	112	-2	-5	8	7	-4	97	-0.8	2
O=C(c1ccccc1)N1CCN(CC(O)COCC2CC=CCC2)CC1 (centres undefined)	7	94	-1	7	12	3	-11	96	-1.4	-1
COc1cccc(N(CC(=O)N/N=C(\C)c2cccs2)S(C)(=O)=O)c1	2	99	2	19	3	-39	5	96	-2.6	1
Cc1cc(C)n(CC(O)CN(c2ccccc2)S(=O)(=O)c2ccc3ccccc3c2)n1 (centres undefined)	nt	82	-9	10	12	-23	7	83	-1.5	0
CC(=O)Oc1ccc2c(=O)c(Oc3ccccc3[N+](=O)[O-])coc2c1	2	93	-2	0	9	-20	-3	105	-2.5	0
CCOC(=O)c1nc(N)c(C(=O)OCC)[nH]1	-5	99	1	-1	4	-17	-8	93	-1.2	0
Cc1ccc(S(=O)(=O)N(C)CCCC(=O)Nc2ccc(C)cc2C)cc1	nt	80	-12	-5	14	6	-1	83	-1.4	3
Cc1ccc(-n2c3c(c(O)c(-c4ccccc4)c2=O)C(=O)CC(C)(C)C3)cc1	nt	91	-4	-6	15	-10	-5	77	-3.3	0
CCOC(=O)N1CCN(CC(=O)Nc2cc3c(cc2C(C)=O)OCO3)CC1	-26	100	0	9	16	-16	-8	98	-2.8	3
CCOC(=O)c1c(NC(=S)Nc2ccccc2)sc2c1CC(C)(C)SC2	nt	95	-20	2	8	-19	-5	94	-1.7	0
O=C(CSc1nnc(-c2ccco2)n1-c1ccccc1)N1CCOCC1	7	100	1	-8	10	-30	0	103	-1.5	1
Cc1ccc(/C=N/NC(=O)c2nn(C)cc2Cl)cc1	nt	75	-2	12	20	-5	-4	75	-0.5	1
CCCCCC(=O)Nc1ccc(C(=O)N/N=C/c2ccc([N+](=O)[O-])cc2)cc1	nt	1.6*	-12	9	25	-28	-3	4.3*	-4.6	-1
O=C(NCc1ccc2c(c1)OCO2)c1ccc(=O)[nH]c1	-2	96	-1	2	5	-28	-5	95	-2.2	1
O=C(O)Cn1nc(-c2ccccc2)c2ccccc2c1=O	-14	107	-1	2	26	12	-2	101	-1.2	9
Remaining list, next part
SMILES	E-sel TNF inh	PTEN del growth	Phagocytosis inh	GALR2 antag	Measles CPE	Yeast growth inh	Yeast life ext	bCat KO growth	MRP1 act	NPY Y2 blocker
Cc1cc(C)n(C/C=C/Cn2nc(C)cc2C)n1	-17	108	-4	-1	28	-24	-5	103	-0.6	1
O=C(NCCCc1ccccc1)c1ccc(Br)o1	-57	96	-1	8	11	12	-7	90	-0.4	-1
CCCCNC(=O)CS(=O)Cc1nc(-c2cccc(C)c2)oc1C (centres undefined)	24	95	-1	-8	13	30	-1	87	-1.6	5
O=C(NC1CC1)c1ccc2c3c(cccc13)CC2	nt	97	-5	0	11	-16	-1	89	-0.9	2
Cn1ncc(Br)c1C(=O)NC1C2CC3CC(C2)CC1C3 (centres undefined)	2	86	-1	-11	23	-31	19	82	-1.8	4
N#CCCN(C(=O)COC(=O)c1ccc2c(c1)NC(=O)CS2)c1ccc2c(c1)OCCO2	nt	91	-2	-5	11	22	-10	90	-1.1	2
COc1cc2nc3occc3c(OC)c2cc1OC	nt	102	nt	-4	1	4	-8	99	-1.4	1
C#CCSc1nnc(CSc2nc3ccccc3s2)n1-c1ccccc1	15	83	0	6	20	-57	6	81	-4.3	9
COc1ccc(Cl)cc1C(=O)NCC(C)C	nt	95	1	-7	21	-24	-11	99	-0.2	3
CS(=O)(=O)N(Cc1ccc(Cl)cc1)c1ccc(C(=O)Nc2cccnc2)cc1	-19	68	0	13	13	-40	2	85	-0.7	-2
O=C(CSc1ncn[nH]1)c1cccc([N+](=O)[O-])c1	-26	93	-4	-7	14	-18	0	99	-0.9	1
CCn1nc(C(=O)OCC(=O)Nc2nc(-c3ccc(OC)cc3)cs2)c2ccccc2c1=O	nt	93	nt	0	6	-10	-1	92	-4.3	5
O=C(CSc1ncnc2nc[nH]c12)c1ccc2ccccc2c1	-6	53	nt	-4	6	-21	nt	61	1.2	3
CCC1Oc2ccccc2N(CC(=O)Nc2ccc(OC)cc2OC)C1=O (centres undefined)	-11	99	-1	-3	9	-14	2	88	-1.3	1
S=C(NCc1ccccn1)Nc1ccc(Cl)cc1	27	104	nt	-4	0	8	-6	98	-1.4	7
Cc1cccc(/C(N)=N/OC(=O)c2ccco2)c1	27	106	0	-7	-1	-3	-15	99	0.2	4
Cc1n[nH]c(C)c1CCC(=O)N/N=C/C=C/c1ccccc1	nt	101	-4	13	7	-38	-2	104	-1.5	3
CC(C)NC(=O)c1ccccc1-c1ccccc1	26	107	nt	-8	0	-11	-7	104	-2.3	4
CC(C)CNC(=O)c1cccc(C(=O)NCC(C)C)c1	-20	83	-3	-7	15	-42	0	87	-2.2	2
CCC(C)NC(=O)COC(=O)c1cc([N+](=O)[O-])ccc1Sc1nc(C)cs1 (centres undefined)	-10	87	-1	11	6	-28	-10	79	-1.1	0
Cc1ccc2[nH]c(-c3ccccc3)c(CN3CCN(C)CC3)c(=O)c2c1	9	102	-3	3	23	4	-15	95	-1.8	4
COc1ccc(C2SCC(=O)N2c2c(C)n(C)n(-c3ccccc3)c2=O)c(OC)c1 (centres undefined)	11	97	nt	3	5	-36	-15	91	-0.8	1
